N-glyco inh = increase of ERlucT glycosylation luciferase signal, primary screen, N-linked glycosylation inhibitor project, D54 ERlucT cells, luminescence, set 2. hit rate 0.23% among 360,000. D54 ERlucT glycosylation luciferase reporter, 24 h; percent of 100 nM tunicamycin response. reporter increase, % at 12.5 µM;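 active = mean luciferase reporter signal, scaled so untreated is 0 and the glycosylation-blocking control 100, at or above a set limit in every replicate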;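 note: luciferase carries N-glycosylation sites so blocking glycosylation raises the light; 0% = median of neutral control wells and 100% = median of 100 nM tunicamycin wells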
hiPSC survival = enhancers of single-cell hiPSC survival, primary screen, ATPlite luminescence; AID 602274, 2012; 100% = ROCK inhibitor wells, 0% = DMSO; survival enhancement, % at 20 µM; hit rate 0.044% among 360,000; in the data active = survival enhancement above about 18%;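 note: cells exposed to compounds for 16 hours before the ATP read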
ABHD5 PLIN5 PPI = ABHD5-PLIN5 interaction inhibitors, primary screen, cell lysate, split luciferase complementation, luminescence; Perilipin-5 (Homo sapiens) + 1-acylglycerol-3-phosphate O-acyltransferase ABHD5 (Homo …; Split G. princeps luciferase complementation, 4 h; inhibition, % at 4 µM; hit rate 0.78% among 360,000; AID 602281, 2012;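 active = inhibition above the mean inhibition across every tested compound plus 3 SD, cut at about 22% in these data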;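 note: 0% = DMSO only wells and the 100% control is not disclosed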
Target sequence (Q00G26 whole entry, looked up): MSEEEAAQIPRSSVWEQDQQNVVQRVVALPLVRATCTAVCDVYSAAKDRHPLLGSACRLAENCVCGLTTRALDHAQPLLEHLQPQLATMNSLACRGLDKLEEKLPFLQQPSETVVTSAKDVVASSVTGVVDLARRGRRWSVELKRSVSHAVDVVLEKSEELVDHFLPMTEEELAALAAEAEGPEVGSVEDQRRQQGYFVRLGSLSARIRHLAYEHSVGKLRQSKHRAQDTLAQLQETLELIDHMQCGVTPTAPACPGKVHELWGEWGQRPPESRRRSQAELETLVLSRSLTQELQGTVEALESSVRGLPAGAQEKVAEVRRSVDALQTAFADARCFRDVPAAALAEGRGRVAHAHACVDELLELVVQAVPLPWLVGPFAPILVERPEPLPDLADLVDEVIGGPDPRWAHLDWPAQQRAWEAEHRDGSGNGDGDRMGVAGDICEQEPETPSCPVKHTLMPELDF
Target sequence (Q8WTS1 whole entry, looked up): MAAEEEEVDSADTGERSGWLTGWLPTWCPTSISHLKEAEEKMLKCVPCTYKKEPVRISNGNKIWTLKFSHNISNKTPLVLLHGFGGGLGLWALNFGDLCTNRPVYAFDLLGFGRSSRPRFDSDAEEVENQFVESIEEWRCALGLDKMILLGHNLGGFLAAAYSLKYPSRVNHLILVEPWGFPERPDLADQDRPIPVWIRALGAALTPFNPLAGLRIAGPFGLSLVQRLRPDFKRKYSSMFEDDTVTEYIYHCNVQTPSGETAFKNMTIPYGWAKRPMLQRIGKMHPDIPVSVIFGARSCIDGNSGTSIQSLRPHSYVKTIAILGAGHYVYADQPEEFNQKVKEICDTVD
MC4R antagonist = MC4R antagonists of cAMP signaling, primary screen, cell-based, TR-FRET, antagonist arm of biased-ligand search | Melanocortin receptor 4 (Homo sapiens), P32245 | MC4R-expressing cells, MTII-stimulated cAMP, LANCE TR-FRET | inhibition, % at 6.5 µM | hit rate 0.48% among 360,000 | AID 540295, 2011;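 active = inhibition above its plate's cutoff, the mean of tested wells on that plate plus 3 SD, cut at about 29% in these data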;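 note: 0% = Melanotan II alone and 100% = Melanotan II plus saturating MCL0020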
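Test system: U2OS cells stably expressing human melanocortin 4 receptor (MC4R); also added: Melanotan II challenge; compound: 6.5 µM single dose; timing: 30-min compound preincubation, 1-h Melanotan II challenge, 1-h detection, room temperature; signal: Eu-cAMP/anti-cAMP TR-FRET, emission 671 nm; repeats: one well per compound, no replicates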
Exocytosis inh = LAMP-1 surface exposure blockers, TALL-104 cells – cell-based, flow cytometry, MLPCN library, primary screen; inhibition, % at 10 µM; TALL-104 LAMP-1 surface exposure; cells stimulated with thapsigargin and PMA; hit rate 0.66% among 360,000;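 active = inhibition above about 55%, limit read from the data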
MC4R barr agon = MC4R agonists recruiting beta-arrestin, primary screen, cell-based, luminescence, agonist arm of biased-ligand search | Melanocortin receptor 4 (Homo sapiens), P32245 | U2OS MC4R beta-arrestin complementation; percent of melanotan II response, DMSO zero | activation, % at 8.9 µM | hit rate 0.98% among 360,000 | AID 540308, 2011;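 active = activation above a per-plate cutoff, the mean activation of sample wells on that plate plus 3 SD, cut at about 8% in these data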
HTR2A ag = mouse Htr2a agonists via beta-arrestin recruitment, primary screen, cell-based, luminescence. AID 624169, 2012. 5-hydroxytryptamine receptor 2A (Mus musculus), P35363. activation, % at 7.6 µM. CHO-K1 mHTR2A beta-arrestin complementation; percent of 30 µM serotonin response. hit rate 0.66% among 360,000;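 active = activation above a run cutoff, the mean activation of all tested compounds plus 3 SD, cut at about 14% in these data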;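 note: 0% = plate median of compound wells and 100% = 30 µM serotonin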
aDG glyco up = activators of alpha-DG glycosylation, primary screen, uHTS, Pro5-aDG cells, AlphaScreen | alpha-DG glycosylation AlphaScreen (IIH6); 0% Pro5, 100% B10-LARGE cell signal | activation, % at 10 µM | hit rate 0.22% among 360,000 | AID 624168, 2012;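 active = activation of at least 8% versus controls, or a plate z-score of at least 8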;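 note: Pro5 are CHO cells carrying HIG-tagged alpha-DG that lacks glycosylation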
ABCB6 inh MLPCN = ABCB6 transporter inhibitors, primary screen, K562-ABCB6 cells, flow cytometry, MLPCN library. ATP-binding cassette sub-family B member 6 (Homo sapiens), Q9NP58. K562-ABCB6 porphyrin accumulation, 1 h; stronger effect = lower value. fluorescence ratio to DMSO, % at 10 µM. hit rate 0.19% among 360,000. AID 602162, 2011;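 active = fluorescence ratio to DMSO below 75%, the collection mean minus 3 SD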;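 note: signal is porphyrin accumulated inside mitochondria; 100% equals median channel fluorescence of DMSO control wells; lower ratio means ABCB6 inhibition with less porphyrin fluorescence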
Cardio protect = cardioprotection against H2O2-induced cell death, primary screen, uHTS, H9c2 cells, ATPLite luminescence; H9c2 cardiomyocytes, H2O2 injury protection, 2 h; AID 588492, 2011; hit rate 0.63% among 360,000; protection from H2O2 cell death, % at 20 µM;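 active = compounds giving at least 50% protection of heart cells from peroxide-induced death in the single-dose screen, raw or plate-pattern-corrected value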;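 note: 0% = DMSO wells with peroxide and 100% = DMSO wells without peroxide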
* = called active by the depositor; · = not tested or not shown.

The opening two compounds, ahead of the listing:
Values in the order: aDG glyco up	N-glyco inh	MC4R barr agon	ABHD5 PLIN5 PPI	hiPSC survival	ABCB6 inh MLPCN	MC4R antagonist	Cardio protect	Exocytosis inh	HTR2A ag
Cc1nc2c(C(=O)NCc3ccccc3)c[nH]n2c(=O)c1Cl
→ 0.1	2.0	-0.8	-6.2	2.9	104.0	0.4	2.7	0.3	-3.2
O=C(NNC(=S)Nc1ccc(Cl)cc1Cl)C1CC1
→ 0.0	1.6	-3.8	0.4	-1.6	101.0	16.3	-1.6	-6.1	-2.8

All compounds of this part, from the first entry:
Values in the order: aDG glyco up	N-glyco inh	MC4R barr agon	ABHD5 PLIN5 PPI	hiPSC survival	ABCB6 inh MLPCN	MC4R antagonist	Cardio protect	Exocytosis inh	HTR2A ag
Cc1nc2c(C(=O)NCc3ccccc3)c[nH]n2c(=O)c1Cl
→ 0.1	2.0	-0.8	-6.2	2.9	104.0	0.4	2.7	0.3	-3.2
O=C(NNC(=S)Nc1ccc(Cl)cc1Cl)C1CC1
→ 0.0	1.6	-3.8	0.4	-1.6	101.0	16.3	-1.6	-6.1	-2.8
CN(CC(=O)Nc1cccc(F)c1)CC(=O)Nc1cc(S(=O)(=O)N2CCOCC2)ccc1Cl
→ 0.0	1.5	-1.6	2.9	0.6	90.0	0.5	-11.1	2.6	-9.7
COc1ccc(CNc2cccnc2Cl)cc1
→ -0.2	·	·	-1.8	-0.6	95.0	·	·	-0.3	-1.2
CC1(C(=O)NS(=O)(=O)c2ccc(C#N)cc2)CCN1C(=O)Cc1ccsc1 (stereo not drawn)
→ -0.2	0.7	-1.1	3.5	-1.6	99.0	-0.8	3.1	-2.7	-1.1
C=CCCC(=O)N1C[C@H]2CCN(C)[C@H]2C[C@H]1c1ccc(Br)cc1
→ -0.2	1.3	·	-6.7	6.2	90.0	·	1.4	3.1	-2.1
NC(N)=N/N=C/c1ccccc1Cl
→ 0.4	0.6	0.2	1.8	0.1	101.0	1.6	-0.4	-3.4	-3.7
COCCCNC(=O)Cn1nnc(-c2ccccc2NC(=O)c2ccccc2F)n1
→ -0.1	1.2	-0.2	-1.4	0.0	100.0	11.8	6.7	-3.5	6.0
Cc1ccc2c(c1)N(Cc1ccncc1)C(=O)C(C)O2 (stereo not drawn)
→ -0.1	-1.6	-1.4	-5.1	-1.2	93.0	10.0	1.2	-0.8	-6.4
Nc1nc(-c2ccc3c(c2)OCCO3)cs1
→ -0.2	-2.2	-0.9	0.8	-1.2	103.0	-7.2	-17.8	9.3	1.5
COc1cccc(OC)c1C(=O)Nc1sc2c(c1C(N)=O)CCN(Cc1ccccc1)C2
→ 0.1	1.0	0.8	0.2	-1.2	92.0	10.4	-4.0	-4.6	-1.3
COc1cc2c(cc1OC)-c1nnc(-c3cccs3)n1C(C)(C)C2
→ 0.1	-1.2	-0.3	-7.0	-0.1	103.0	0.1	3.5	1.7	-1.9
O=C(Nc1ccc2c(c1)OCCO2)C(c1ccnc2ccccc12)n1c(=O)c(-c2ccco2)nc2ccccc21 (stereo not drawn)
→ -0.3	·	·	50.3*	·	·	·	·	-2.5	2.1
Cc1c(Cl)cccc1NC(=O)CC1Sc2ccccc2NC1=O (stereo not drawn)
→ 0.0	2.3	0.3	6.2	1.3	96.0	8.7	1.7	-27.5	2.4
Cc1ccc(C)c(NC(=O)CN(C)C(=O)c2ccncc2)c1
→ -0.1	2.5	-3.5	0.8	0.2	103.0	4.0	3.2	4.8	-3.7
CC(C)(C)NCc1cc2ccccc2[nH]c1=O
→ 0.3	-0.1	-1.3	-1.2	1.5	115.0	5.8	17.6	0.5	-1.3
Cc1sc2nc(SCc3nc4ccccc4[nH]3)n(Cc3ccco3)c(=O)c2c1C
→ 1.1	6.9	1.6	18.5	1.3	103.0	-5.3	8.3	1.1	3.2
Cc1ccc(S(=O)(=O)NCC(=O)OCC(=O)N(CCC#N)c2ccccc2)cc1
→ 0.2	-1.0	-0.9	0.1	2.5	101.0	14.5	-0.8	-3.8	3.8
CC(=O)Nc1ccc(NC(=O)CSCCc2ccccn2)cc1
→ 4.5*	1.0	-2.5	-2.4	1.5	96.0	13.7	1.2	1.5	-2.9
CC1CCCCC1NC(=O)NC(=O)CCl (stereo not drawn)
→ 0.5	-1.7	-2.6	2.0	-2.3	95.0	15.0	-9.5	0.1	6.6
CCOc1ccccc1C(=O)OCC(=O)NCC1CCCO1 (stereo not drawn)
→ -0.1	0.7	-0.1	-1.9	-0.5	96.0	-1.9	6.3	-0.8	-2.6
N#Cc1c(N)n(CCOC(=O)c2cccc([N+](=O)[O-])c2)c2nc3ccccc3nc12
→ -0.2	2.4	0.8	-8.7	1.3	97.0	-11.4	7.1	-4.5	-2.0
Cc1ccccc1C(=O)Nc1ccc(S(=O)(=O)NCC2CCCO2)cc1 (stereo not drawn)
→ 0.2	-0.4	-0.7	2.1	-1.9	97.0	-0.3	-10.5	-0.2	-2.6
N/C(=N\OS(=O)(=O)c1cccc([N+](=O)[O-])c1)c1ccncc1
→ 0.1	-1.7	-1.0	-0.8	-0.5	99.0	7.7	-2.1	-5.1	4.1
O=C(CCn1c(=O)c2ccccc2n(CC(=O)N2CCN(c3ccccc3)CC2)c1=O)NCc1ccco1
→ 0.1	1.9	-1.6	-3.7	-0.6	96.0	-4.8	8.8	4.9	2.4
CC(C)CC(=O)CN1C(=O)C2(OCCO2)c2ccccc21
→ -0.1	-0.7	-1.9	-1.9	-1.0	89.0	15.1	2.5	-2.8	-0.2
O=C(Nc1cccnc1)c1ccc2ccccc2c1O
→ -0.1	-0.2	0.6	-0.5	-0.7	96.0	-1.2	-12.1	2.7	-5.8
O=C(N/N=C/c1sc(N2CCOCC2)nc1-c1ccccc1)c1ccccc1Cl
→ -0.8	-4.7	3.0	11.7	-0.1	91.0	-4.8	17.1	7.4	6.8
Cn1c(-c2ccc(C=O)s2)nc2ccccc21
→ -0.2	-0.7	-0.1	-3.4	0.0	101.0	7.2	-11.7	-0.7	0.0
CC(=O)c1ccc(NS(=O)(=O)Cc2ccccc2)cc1
→ -0.1	2.4	0.1	1.3	1.0	102.0	16.7	11.7	0.1	-5.1
CCCOc1ccc(F)cc1-c1cc(C(=O)NCc2ccc(F)cc2)[nH]n1
→ 0.6	-3.2	0.6	-6.1	1.0	101.0	4.0	0.6	-0.6	-6.2
COc1ccc(CCNC(=O)Cn2cnc3c(nnn3Cc3ccccc3F)c2=O)cc1OC
→ 0.0	0.2	-1.1	7.3	1.9	101.0	9.8	7.7	-2.4	2.8
CCc1ccc(-c2nc(SCC(=O)NC3CC3)n[nH]2)cc1
→ -0.1	0.2	-1.4	0.4	-0.3	100.0	4.0	-5.0	9.0	1.7
CN1CCN(C(c2cccc(C(F)(F)F)c2)c2nnnn2Cc2ccccc2)CC1 (stereo not drawn)
→ 0.1	-3.2	1.7	-8.7	-3.5	102.0	15.8	3.1	2.2	-5.8
Cc1cc(NC(=O)CSCC(=O)NCc2cccc(C(F)(F)F)c2)no1
→ -0.2	0.4	0.3	5.5	0.3	96.0	2.8	-1.9	-4.0	0.1
COc1ccc(N2C(=O)c3ccccc3NC23CCCCC3)cc1
→ 0.1	-7.8	-1.3	3.8	-2.3	97.0	0.9	-15.3	-3.0	-2.1
CC(=O)Nc1ccc(S(=O)(=O)N2CCN(C(=O)c3ncoc3-c3cccc(C)c3)CC2)cc1
→ 0.2	-1.6	-1.5	4.6	0.0	100.0	-1.9	-0.4	-8.9	6.8
COc1ccc(NS(=O)(=O)c2ccc(Cl)c(NC(=O)c3cccnc3Cl)c2)cc1
→ 0.2	-2.5	-2.7	1.1	-0.3	97.0	17.3	-6.9	-1.5	2.0
C/C(=N\NS(=O)(=O)c1ccc(C)c([N+](=O)[O-])c1)c1cc2ccccc2o1
→ 0.2	1.6	2.5	10.5	0.7	95.0	-9.2	-0.6	3.5	4.1
CC1=CC(C)(C)N2C(=O)C(=Nc3ccc(O)cc3)c3cccc1c32
→ 0.0	1.6	-1.0	9.4	-0.6	99.0	-34.6	-18.3	10.1	-0.3
C=CCN1CC(=O)N2C(C)c3[nH]c4ccccc4c3C[C@H]2C1=O (stereo partly drawn)
→ 0.0	1.8	-2.4	8.7	-0.5	95.0	5.5	-1.0	2.7	1.7
CCCCOC(=O)c1ccc(NC(=O)C(=O)NCc2cccnc2)cc1
→ 0.1	-0.5	-1.9	4.3	3.2	104.0	25.3	-3.3	4.0	2.0
CCN(CCN(C)C)C(=O)Cn1ncc2c1-c1cc(C)ccc1OC2
→ 0.2	1.3	-0.2	-8.5	0.7	104.0	2.3	3.9	21.4	0.6
Nc1cc(=O)[nH]c(SCC(=O)Nc2ccc(S(=O)(=O)N3CCOCC3)cc2)n1
→ 0.2	1.3	-2.4	2.7	1.1	102.0	-3.5	2.3	1.2	1.3
COc1ccc(Cl)cc1NC(=O)CN(C)C(=O)c1ccc2n[nH]nc2c1
→ 0.1	2.2	-4.0	-2.6	-0.6	89.0	-3.4	4.6	7.7	-3.8
O=C(Nc1ncc(Cc2cccc([N+](=O)[O-])c2)s1)c1ccco1
→ 0.9	-3.6	2.3	0.0	-1.0	99.0	1.9	1.1	3.4	4.2
Cc1cc(C)c2nc(-c3ccccn3)cc(C(=O)Nc3ccc(S(=O)(=O)Nc4onc(C)c4C)cc3)c2c1
→ -0.4	-0.6	-0.1	-6.9	0.5	98.0	12.2	-2.8	1.6	0.0
Cc1cc(S(=O)(=O)NCCc2ccccc2)ccc1-n1cnnn1
→ 0.0	-0.3	-1.5	-2.9	-0.5	97.0	10.8	-7.4	-6.0	1.2
Cc1cc(NC(=O)Cn2nc(C(F)(F)F)c3c2CCCC3)no1
→ 0.0	-1.0	-1.6	3.7	3.4	93.0	14.2	3.6	5.9	-2.1
O=C(CS(=O)(=O)Cc1ccccc1)Nc1ccccc1Cl
→ 0.1	0.0	-0.9	0.1	0.7	95.0	10.9	6.9	-0.6	-0.9
COc1ccc(C(=O)COC(=O)CCN2C(=O)[C@@H]3[C@H](C2=O)[C@@H]2C[C@H]3C(Br)C2Br)cc1 (stereo partly drawn)
→ 0.0	1.6	-1.2	1.9	0.8	84.0	3.5	5.8	-1.6	0.4
Cc1ccccc1NC(=O)/C(C#N)=C\c1ccsc1
→ 0.0	3.4	-0.1	4.5	-2.1	112.0	5.7	-2.1	-9.7	0.7

Source: PubChem BioAssay (several laboratories)
